Screening results deposited in PubChem BioAssay by several laboratories.
MOR-DOR inv ag = inverse agonists of human mu-delta opioid receptor heterodimerization | AID 504357 | cell-based MOR-DOR heterodimer luminescence, inverse agonism | 340,000 compounds, 0.21% hits | P35372+P41143 | inhibition, % at 9.3 µM; in the data active means inhibition above about 22%, passing the limit was not always enough;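 further: 0% = cells with DMSO and 100% = wells without cells with DMSO; values of inactives mirror those of a sister screen read the other way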
PKA-R1A activ = activates the PKA-R1A holoenzyme complex. PKA-R1A dissociation, Cy5-IP20 fluorescence polarization; scaled: DMSO 0%, 113 µM cGMP 100%. activation, % at 11.4 µM. 340,000 compounds, 0.083% hits;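 active means percent activation above the mean of all tested compounds plus 3 SD, cut at about 19% in these data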;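 further: higher means more PKAc released from R1A so a rise in polarization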
PfHsp90 set2 = inhibits growth of yeast expressing Plasmodium falciparum Hsp90; inhibition, % at 9.4 µM; 310,000 compounds, 0.32% hits; S. cerevisiae expressing PfHsp90, BacTiter-Glo ATP, 48 h; yeast lacking PDR1 and PDR3 efflux regulators;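 active means every replicate shows inhibition above about 80%, whatever the replicate mean, limit read from the data; inconclusive means mean inhibition reaches the set limit but some replicate falls short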;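 further: 0% = DMSO neutral controls and 100% = 20 µM radicicol positive controls; yeast relying on Plasmodium falciparum Hsp90 in place of its own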
Tat transport = inhibitors of E. coli Tat protein transport | E. coli MC4100 TorA-mCherry Tat export, fluorescence | inhibition, % at 10 µM | 340,000 compounds, 0.036% hits;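 active means mean replicate inhibition at least 50% and at least half of replicates individually reaching 50%; inconclusive means only one of the two criteria met; inactive means neither criterion met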;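 further: exported cargo escapes ClpAP degradation while cytoplasmic cargo is degraded and loses fluorescence; 0% = median of neutral control wells and 100% = median of NaSCN control wells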
Mot1-301 SUMO = inhibitors of SUMOylation pathway: yeast Mot1-301 growth rescue | AID 2716 | 320,000 compounds, 1% hits | S. cerevisiae Mot1-301 growth rescue, ATP luminescence, 38.5C; percent above DMSO median, 100 means doubled | growth rescue, % at 18.8 µM;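 active means every valid replicate shows activation above 250% relative to neutral control wells; inactive means the rest, any valid replicate at or below 250%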;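 further: OY570 slx delta 5 strain wells were the positive control but not used for scaling; some compounds called inactive have numbers as strong as hits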
MOR-DOR ag = agonists of human mu-delta opioid receptor heterodimerization. activation, % at 9.3 µM. cells, OPRM1-OPRD1 heterodimerization, luminescence. 340,000 compounds, 0.3% hits. P35372+P41143; in the data active means activation above about 18%;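 further: 0% = vehicle-treated cells and 100% = reference agonist; values of inactives mirror those of a sister screen read the other way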
Ecoli viability = bacterial growth inhibition, counter-screen for AddAB inhibitors | E. coli V3065 growth, OD600 absorbance, 18 h | inhibition, % at 11.9 µM | 330,000 compounds, 0.27% hits;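 active means inhibition above the campaign's mean inhibition across all tested compounds plus 3 SD, cut at about 9.9% in these data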;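 further: uninfected addAB+ strain grown without phage in ampicillin broth; 0% = DMSO wells and 100% = ciprofloxacin 0.95 µg/ml wells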
PKA-R2B activ = PKA-R2B complex activation. PKA-R2B holoenzyme dissociation, Cy5-IP20 fluorescence polarization; R2B truncated from residue 108, S112A mutant; 0% DMSO only, 100% 113 µM cGMP. activation, % at 11.4 µM. 340,000 compounds, 0.079% hits. AID 504700;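 active means activation above a cutoff set at the mean over all compounds plus 3 SD, cut at about 18% in these data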;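 further: higher means more holoenzyme dissociation and a rise in polarization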
Target sequence (P31323 whole entry, looked up, other chains not shown, the tested form may be a part): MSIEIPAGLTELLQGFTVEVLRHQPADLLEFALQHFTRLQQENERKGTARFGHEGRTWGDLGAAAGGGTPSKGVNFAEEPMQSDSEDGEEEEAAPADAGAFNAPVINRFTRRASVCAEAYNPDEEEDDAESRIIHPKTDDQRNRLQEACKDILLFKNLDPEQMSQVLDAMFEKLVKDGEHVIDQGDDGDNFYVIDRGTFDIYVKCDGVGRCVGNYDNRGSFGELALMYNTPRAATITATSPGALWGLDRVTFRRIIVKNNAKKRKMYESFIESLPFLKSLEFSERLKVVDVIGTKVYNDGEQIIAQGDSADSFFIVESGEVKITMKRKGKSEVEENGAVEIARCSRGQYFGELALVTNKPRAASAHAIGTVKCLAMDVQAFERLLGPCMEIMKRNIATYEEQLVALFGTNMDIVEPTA
AddAB inh = less growth of phage-infected E. coli with AddAB. E. coli expressing H. pylori AddAB, absorbance growth. inhibition, % at 11.9 µM. 330,000 compounds, 0.29% hits; in the data active means inhibition above about 12%;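 further: 0% = vehicle wells of infected cells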
phage Ecoli inh = E. coli growth loss with phage present | growth absorbance | inhibition, % at 11.9 µM | 360,000 compounds, 0.26% hits; in the data active means inhibition above about 11%
HTR5A inv ctr = counter-screen for OPRM1-OPRD1 inverse agonists: human HTR5A inverse agonism | P47898 | HTR5A cell line, luminescence | inhibition, % at 9.3 µM | 340,000 compounds, 0.083% hits; in the data active means inhibition mostly above about 23%, no sharp cut-off; inactive means mostly below about 18%;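 further: 0% = cells with DMSO and 100% = no-cell wells with DMSO; some compounds called inactive have numbers as strong as hits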
Target sequence (P47898 whole entry, looked up): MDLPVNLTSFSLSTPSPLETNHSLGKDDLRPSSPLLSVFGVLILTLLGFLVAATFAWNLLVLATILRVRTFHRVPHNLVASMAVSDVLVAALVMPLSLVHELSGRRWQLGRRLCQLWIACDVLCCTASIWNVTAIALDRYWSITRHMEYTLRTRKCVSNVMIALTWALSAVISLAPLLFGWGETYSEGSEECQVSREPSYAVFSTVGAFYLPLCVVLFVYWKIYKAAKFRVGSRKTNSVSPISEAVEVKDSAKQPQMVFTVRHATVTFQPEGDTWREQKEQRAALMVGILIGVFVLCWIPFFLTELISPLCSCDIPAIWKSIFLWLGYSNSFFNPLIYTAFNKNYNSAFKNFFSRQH
* marks the source's active call; other numbers are inactive results; ? = inconclusive; . = no result given; & = joins results of further samples.

SMILES	MOR-DOR inv ag	PKA-R1A activ	PfHsp90 set2	Tat transport	Mot1-301 SUMO	MOR-DOR ag	Ecoli viability	PKA-R2B activ	AddAB inh	phage Ecoli inh	HTR5A inv ctr
CCn1cc(C=C2C(=O)N(C)C(=O)N(C)C2=O)c2ccccc21	9.2	-7.8	-6.2	-1.3	-5.2	-1.8	1.5	4.9	1.5	-0.5	-32.0
Cc1c(NP(=O)(C(C)(C)C)C(C)(C)C)c(=O)n(-c2ccccc2)n1C	11.4	-4.8	3.0	-0.1	-6.3	-2.3	-0.2	8.0	-0.6	3.6	4.6
C[C@]12CCC3C(CC[C@H]4[C@@H](O)[C@H](O)CC[C@]34C)C1CCC2=O (stereo partly specified)	6.3	-0.7	15.9	-9.4	.	-1.2	.	-1.3	.	-0.4	1.6
COC(=O)C1=C(c2ccc(C(C)=O)cc2)C[C@@H]2CC[C@H]1N2C(=O)N1CCC(C)CC1	-10.1	2.7	2.5	9.8	17.1	1.8	2.3	3.8	3.3	0.7	-2.2
COc1ccc(C=O)cc1O	15.8	-0.1	3.1	-4.2	-2.3	-3.5	0.4	-2.9	4.4	-1.2	-14.2
COC(=O)C1=C(c2ccc(OC)c(OC)c2)C[C@@H]2CC[C@H]1N2C(=O)NCCOc1ccccc1Cl	4.0	-8.8	23.3	-5.8	22.2	-0.7	2.0	-13.1	1.3	3.2	-15.2
OC1CCCCC1N1CCC(c2ccccc2)CC1 (stereo unspecified)	9.7	-0.2	-0.8	5.3&-0.2	4.5	-1.8	-0.6	-4.5	-0.3	4.4	1.8
CC(C)n1c(=O)c(C=Nc2ccc(Br)cc2)c(O)n(Cc2ccco2)c1=O	11.0	-9.1	-8.6	0.5	14.8	-1.6	-0.4	5.5	2.9	3.8	-12.6
Cc1cc(/C=C2/C(=O)NC(=O)N(Cc3ccco3)C2=O)c(C)n1-c1ccccc1	-26.8	-22.5	-8.8	-0.7	-9.8	4.5	-1.0	-4.8	1.0	2.5	-8.2
O=C1NC(=O)[C@]2(Cc3ccccc3N3CCN(c4ccccc4)CC32)C(=O)N1Cc1ccccc1 (stereo partly specified)	1.2	-1.4	-20.4	2.2	-8.0	-0.2	-2.0	8.7	1.9	2.7	-14.1
COc1cc2[nH]c(=O)n(-c3cccc(Cl)c3)c(=O)c2cc1OC	13.0	-16.8	-7.9	1.3	-9.6	-2.4	-2.2	-9.1	-0.8	3.0	-8.5
c1ccc(NC2=NCCCS2)cc1	11.7	4.0	3.3	-2.2	-12.1	-2.4	.	-3.8	.	-0.2	-13.6
Cn1c(O)c(C=Nc2ccc(Cl)cc2)c(=O)n(C)c1=O	-3.3	-7.2	-3.6	-0.1	12.2	0.6	0.4	-0.5	0.4	3.4	0.8
CCOC(=O)c1[nH]c2ccc(OC)cc2c1C(SCC(=O)O)c1ccc(C(F)(F)F)cc1 (stereo unspecified)	0.1	-3.8	7.4	-0.1	-10.5	0.0	-1.5	6.8	-1.2	0.9	4.4
O=C(O)C1CSC(c2cccnc2)N1 (stereo unspecified)	4.3	-8.5	31.3	5.7	-0.2	-1.0	-0.3	1.2	1.4	1.4	-13.7
c1ccc2c(CN3CCCCCCC3)c[nH]c2c1	21.3	-5.5	.	2.0	-8.5	-4.7	-0.9	-4.2	0.7	1.2	-14.3
CC(C)(C)n1cccc1/C=C1\C(=O)NC(=O)N(c2ccccc2)C1=O	12.8	1.4	-34.1	-2.6	-36.1	-2.5	0.1	-3.1	3.1	2.4	5.0
COc1ccc(-n2c(O)c(C=NCCN(C)C)c(=O)[nH]c2=O)cc1	7.7	4.0	5.7	-1.6	-9.5	-1.6	0.2	7.1	0.3	0.5	3.1
Cc1ccc(N2C(=O)CC(=O)NC2=O)cc1	14.8	12.4	.	-2.9	-2.6	-2.9	1.7	-0.4	2.7	2.2	-8.3
Cc1cc(/C=C2\C(=O)NC(=O)N(c3ccc(F)cc3)C2=O)c(C)n1-c1ccc(C(=O)O)cc1	8.2	-4.1	-36.9	0.5	20.3	-1.6	-0.7	1.9	0.7	3.7	-9.2
CC(=O)OCC12CC(OC(=O)CC(C)C)C(C)=CC1OC1C(O)C(OC(C)=O)C2(C)C12CO2 (stereo unspecified)	1.0	2.1	-47.4	-4.3	.	-0.2	.	2.1	.	4.0	7.3
NC(=O)CN1CCCC1=O	2.4	-2.7	7.9	-4.2	3.5	-0.4	-1.5	12.8	0.8	4.5	11.2
Cc1cc(NC(=O)COC(=O)c2c(C)nn(Cc3ccccc3)c2Cl)no1	-10.8	-6.2	-17.6	-4.1	15.4	1.7	-1.3	-5.5	1.8	1.1	3.1
O=C(c1cccc(C(F)(F)F)c1)C1CCCN(Cc2ncc[nH]2)C1 (stereo unspecified)	.	.	9.9	-2.7	14.9	.	-3.0	.	4.5	6.1	.
c1ccc2c(CN3CCN(C4CCCCC4)CC3)c[nH]c2c1	-25.4	2.7	-23.7	-8.1	10.1	4.5	-0.9	1.9	1.4	3.4	-7.3
O=C(CSC1c2ccccc2-c2ccccc21)N/N=C/c1ccccc1C(=O)O	-7.9	-3.2	-24.6	-0.7	3.3	1.5	0.0	-5.3	1.4	1.4	5.4
COc1ccc2nc(/N=C/c3c(O)n(-c4cccc(Cl)c4)c(=O)[nH]c3=O)sc2c1	6.0	-8.5	-1.9	5.5	-2.2	-1.2	0.1	17.1	1.8	2.4	-0.8
O=C1NC(=O)C(=Cc2ccco2)C(=O)N1	-12.4	-1.4	9.7	1.9	.	2.5	.	-2.5	.	3.2	-9.8
O=c1[nH]c(=O)n(Cc2ccccc2)c(O)c1C=NCCN1CCNCC1	7.8	-2.5	-18.6	-1.1	-4.0	-1.4	-0.1	5.7	0.7	-1.7	25.3
C[N+]1(C)C2CC(OC(=O)[C@H](CO)c3ccccc3)CC1C1OC12 (stereo partly specified)	3.8	7.4	-8.2	8.3	29.9	-0.7	-0.3	5.5	0.1	1.8	11.9
Cc1ccccc1Cc1c(C)nc2nc(SCC(=O)N3CCC4(CC3)OCCO4)nn2c1C	8.1	5.4	9.8	-0.3	6.6	-1.5	-1.8	-9.1	0.2	-0.3	-12.5
CN1C(=O)CC(c2ccccc2)Nc2ccccc21 (stereo unspecified)	14.5	-2.2	7.7	1.7	5.8	-2.9	-1.0	3.4	-4.2	3.0	23.2
C=C[C@H]1CN2CC[C@H]1C[C@H]2[C@H](O)c1ccnc2ccccc12	3.6	-0.6	-2.9	1.1	6.7	-0.7	-2.1	11.0	-2.6	3.5	-3.2
CN(CCc1ccccc1)Cc1c[nH]c2ccccc12	16.1	-4.6	5.0	-8.1	1.5	-3.5	2.8	-7.2	6.3	0.8	-3.8
CCOP(=O)(OCC)C(NC(=O)c1ccccc1C)C(Cl)(Cl)Cl (stereo unspecified)	-3.7	4.0	-25.9	-7.1	-17.5	0.7	2.1	-0.9	5.0	1.2	10.3
NC(=O)c1cc([N+](=O)[O-])cc([N+](=O)[O-])c1	-32.1	-0.6	-10.3	-9.5	.	5.9	.	-11.6	.	4.0	9.1
CCOP(=O)(C#Cc1ccccc1)C(O)c1ccc(Br)cc1 (stereo unspecified)	-2.2	-13.2	-2.3	0.9	1.3	0.4	0.4	-2.2	0.8	-2.1	-4.2
Cc1nccc2c1[nH]c1ccccc12	12.6	-7.3	5.4	-3.8	202.7	-2.5	-1.0	0.0	4.2	4.5	1.3
O=C1CN=C(c2ccccc2)c2ccccc2N1Cc1ccc(C(F)(F)F)cc1	-24.0	3.3	3.8	-4.1	-5.3	4.3	-1.6	-9.0	-3.2	0.9	-20.2
O=c1ccc2cc(OC3O[C@H](CO)[C@@H](O)[C@H](O)[C@H]3O)c(O)cc2o1 (stereo partly specified)	7.5	-14.4	-5.7	3.5	331.4	-1.4	-0.9	-2.4	0.6	3.8	-23.8
COC(=O)C1=C(c2ccc(Cl)c(C(F)(F)F)c2)C[C@@H]2CC[C@H]1N2C(=O)NCCOc1ccccc1Cl	-21.3	-3.5	-75.9	13.6	14.1	3.7	-1.6	-0.7	-1.6	.	-7.0
Clc1ccc(C(Cn2ccnc2)OCc2csc3c(Cl)cccc23)c(Cl)c1 (stereo unspecified)	-27.2	-12.9	86.1*	-0.8	-7.9	4.9	1.6	-16.4	-0.2	3.0	10.6
Cc1cccc(C)c1OP(N)(=O)OCC(F)(F)F (stereo unspecified)	22.6	-12.9	-6.9	-1.8	-8.3	-4.5	0.7	1.9	-0.5	-0.1	4.7
CC1(C)CN=C(Nc2nc3ccccc3s2)S1	8.7	-18.1	-12.8	0.2	-12.7	-2.0	-7.0	-3.8	-1.1	-1.4	-9.7
CC(Cc1ccccc1)NC(=O)Cc1ccc(N(C)C)cc1 (stereo unspecified)	6.5	10.0	7.6	-3.2	10.2	-1.3	0.5	1.8	3.6	3.2	27.0
CC1=NOC2(C)Nc3ncnn3C(c3ccccc3)C12 (stereo unspecified)	14.3	2.9	.	2.5	-6.4	-2.5	-2.0	9.8	2.3	2.9	0.6
Cc1ccc(-c2nn(Cc3ccccc3)cc2C(=O)O)cc1	4.6	-3.7	15.6	-0.5	-5.2	-0.9	-1.3	-11.1	2.7	0.9	-0.6
Cc1ccc(-c2nc3ccc(Cl)cc3n2OC(=O)N(C)C)cc1	13.3	-16.3	-19.0	-6.1	186.3	-2.2	-2.2	1.9	2.6	1.5	-0.3
COC(=O)C1=C(c2ccc(F)cc2OCc2ccccc2)C[C@@H]2CC[C@H]1N2C(=O)N1CCC(O)CC1	12.7	-7.4	5.8	-2.8	12.8	-2.8	-4.4	-7.8	-3.2	.	12.7
O=C(c1ccc(Cl)cc1)C1CCCN(Cc2ccc3c(c2)OCCO3)C1 (stereo unspecified)	3.6	2.7	17.7	?	210.7	-0.8	3.4	-1.1	1.6	4.9	0.7
COc1cc(-n2c(=S)[nH]c3ccccc3c2=O)c(Cl)cc1Cl	7.5	-5.3	.	-0.7	21.4	-1.5	-2.3	2.8	1.3	-0.7	17.5
CN1/C(=C\C=Nc2ccccc2)C(C)(C)c2ccccc21	-2.2	-7.1	3.3	3.3	-12.6	0.4	-3.5	-9.6	0.2	1.9	-17.0
C[N+]1(C)CCC(OC(=O)C(c2ccccc2)c2ccccc2)CC1	5.2	-1.8	-0.6	-4.7	14.5	-1.0	-0.8	-8.0	-3.5	5.0	24.1

These rows are one share of the data; rates above refer to the full screens.
